Source: PubChem BioAssay
C2C12 statin = suppression of simvastatin myotoxicity. C2C12 myotubes + simvastatin, ATP luminescence, 48 h; scaled: DMSO 0, geranylgeraniol control 100. rescue of ATP level, % at 7.49 µM. 0.78% of 330,000 active;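 active = mean ATP rescue above about 67%, or every replicate alone reaching that limit, limit read from the data, passing the limit was not always enough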;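 also: myotubes were challenged with 10 µM simvastatin during compound exposure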
PAX8 reporter = lowers PAX8-driven luciferase in RMG-I cells; RMG-I TPO-luciferase reporter, SteadyGlo, 24 h; AID 652154; 1.2% of 360,000 active; inhibition, % at 12.6 µM;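 active = mean replicate inhibition at least 60% with every replicate also reaching 60%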;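 also: luciferase light reporting Pax8 driven TPO promoter activity; plate controls were median of neutral control wells for no effect and mitoxantrone controls for full effect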
LGR2 antag = Drosophila LGR2 receptor signaling inhibition | HEK293 LGR2, CRE-luciferase, bursicon-stimulated, 4 h | inhibition, % at 9.99 µM | 0.35% of 380,000 active;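 active = drop in luminescence signal, shown as inhibition above about 50% in the replicate tests, limit read from the data, passing the limit was not always enough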;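 also: agonist challenge used bursicon conditioned medium at about half maximal strength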
PglD inh = PglD (C. jejuni) enzyme inhibition; purified PglD enzyme, DTNB colorimetric CoA detection; inhibition, % at 12.5 µM; 0.098% of 360,000 active; AID 602405; in the data active = inhibition above about 16%, passing the limit was not always enough; also: strong numbers were not always called active
Cneo AK release = Cryptococcus neoformans lysis via adenylate kinase release. C. neoformans lysis, adenylate kinase release luminescence, 4 h; normalised: neutral wells 0, clomiphene wells 100. lysis activity, % at 15 µM. 0.2% of 360,000 active. AID 651654;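 active = mean lysis activity across replicates of at least 80%, whatever share of replicates individually reach that level; inactive = mean lysis activity below 80%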
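Material – Cryptococcus neoformans yeast cells · Quantity – 5 × 10^6 yeast cells/mL · Buffer or medium – YPD medium · Compound – single dose · Timing – 4 h static compound exposure, 37 °C, read 1 h post-reagent · Signal – adenylate kinase release luminescence · Read-out basis – lysis from increased AK signal · Benchmarks – Clomiphene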
GSIS activator = GLuc luminescence reporter in INS-1E cells, primary screen for activators of glucose-dependent secretion of insulin. INS-1E GLuc reporter insulin secretion, 2-3 h. activation, % at 16.6 µM. 0.61% of 370,000 active;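 active = lowest replicate activation of at least 40%, so every replicate reaches that level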;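 also: 0% = median of neutral control wells and 100% = median of IBMX positive control wells; some compounds called inactive have numbers as strong as hits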
ARNT-TACC3 inh = disruptors of human ARNT/TACC3 interaction | Q9Y6A5 | AlphaScreen His-ARNT PAS-B/GST-TACC3 binding, luminescence; TACC3 fragment carries E629A point mutation | inhibition, % at 9.99 µM | 0.66% of 390,000 active;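 active = mean inhibition of replicates at least 50% and at least half of replicates each reaching 50%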;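 also: 0% = complete ARNT plus TACC3 wells and 100% = ARNT alone without TACC3; many hits fall short of the cut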
PGC1a acetyl inh = lowers PGC1a acetylation signal in U2OS cells; AlphaScreen anti-acetyl-lysine; with virally co-expressed GCN5 acetyltransferase; inhibition, % at 15.6 µM; 0.17% of 350,000 active;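 active = every replicate shows inhibition of at least 40%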;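 also: 0% = neutral control wells and 100% = positive control wells; some results beyond the cut were filed as inactive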
An asterisk follows results filed as active; x = no result given; & = joins results of further samples.

compound | C2C12 statin | PAX8 reporter | LGR2 antag | PglD inh | Cneo AK release | GSIS activator | ARNT-TACC3 inh | PGC1a acetyl inh
CCCC(=O)N1CCN(c2ccc(NC(=O)c3cc4ccccc4o3)cc2)CC1 | -8 | x | 22 | -5 | -2 | -14 | -3 | -3
COc1ccc(C(=O)COC(=O)c2cc(S(=O)(=O)N3CCCCC3)ccc2N2CCOCC2)c(OC)c1 | 7 | 25 | 9 | -1 | -5 | -4 | -3 | 1
Fc1ccccc1-c1[nH]ncc1-c1nnnn1-c1ccccc1 | x | -22 | x | 2 | -1 | x | 1 | -19
CC12CCC(C(=O)Nc3ccc(Br)cn3)(OC1=O)C2(C)C (stereo not given) | x | -16 | 2 | 1 | 0 | 12 | x | 2
C[C@@H]1CN([C@@H](C)CO)C(=O)c2cc(C#CC3CC3)cnc2O[C@@H]1CN(C)C(=O)Nc1ccc(F)cc1 | 3 | x | -2 | 3 | 1 | -5 | 11 | -3
O=C(Nc1ccc(Oc2nnc(-c3ccccc3)c3ccccc23)cc1)c1ccccc1 | x | 5 | -15 | x | x | 44 | -11 | x
COc1ccc(CNC(=O)C2CCN(C(=O)[C@@H](CC(C)C)NC(=O)OC(C)(C)C)CC2)cc1 | 9 | x | x | -5 | -4 | x | -11 | -10
CC(C)CCNC(=O)CN(Cc1ccccc1)C(=O)CCC(=O)Nc1nccs1 | 24 | -1 | 2 | -8 | -1 | -5 | -4 | -11
O=C(NCc1ccc(OC(F)(F)F)cc1)C1CC(c2ccccc2C(F)(F)F)=NO1 (stereo not given) | 0 | 2 | x | -1 | 6 | x | -20 | x
N#CCSCC(=O)Nc1ccccc1 | -2 | x | x | -2 | -3 | x | 3 | 3
O=C(NCc1ccccn1)c1ccc(Cn2c(=S)[nH]c3ccccc3c2=O)cc1 | 8 | 11 | -17 | -3 | -1 | 9 | x | -8
COc1ccc(SC[C@H](C)CN2CC[C@H](C(C)(C)C)CCC2=O)cc1 | 6 | -7 | 16 | 10 | -7 | 55 | 8 | -40
O=C(NNC(=O)C1CC1c1ccccc1)Nc1ccccc1 (stereo not given) | x | -10 | 0 | x | x | 4 | -1 | x
Cc1ccc(Cn2cccc(NC(=O)NCc3ccccc3)c2=O)cc1 | 4 | x | -4 | x | x | -16 | -5 | x
COCC(=O)N1CC2(C1)[C@@H](c1ccc(-c3ccc(F)cc3)cc1)[C@@H](CO)N2C(=O)C1CC1 | x | 7 | 17 | x | x | -33 | x | 2
CNC[C@@H]1Oc2cc(C#CCOC)ccc2S(=O)(=O)N([C@@H](C)CO)C[C@@H]1C | 9 | 6 | 3 | -2 | -1 | 4 | 3 | -4
O=C(c1ccc(F)cc1)N1CCC(N2CCCCCC2)CC1 | 145* | 21 | x | 5 | 5 | x | -4 | 5
Cc1ccc(OCC(=O)NS(=O)(=O)c2ccc(Cl)cc2)cc1 | 4 | 1 | -9 | 0 | -1 | 17 | -8 | x
CCc1nnc(NC(=O)Cc2ccc(S(=O)(=O)N3CCCCC3)cc2)s1 | 5 | 2 | -14 | x | x | -9 | x | -65
CC(=O)Nc1ccc(OS(=O)(=O)c2ccc([N+](=O)[O-])cc2)cc1 | x | 2 | 2 | x | x | -3 | -6 | x

Later entries.
compound | C2C12 statin | PAX8 reporter | LGR2 antag | PglD inh | Cneo AK release | GSIS activator | ARNT-TACC3 inh | PGC1a acetyl inh
COC(=O)C1=C(C)OC(N)=C(C#N)C1c1ccccc1 (stereo not given) | -11 | 0 | x | 0 | -1 | x | -5 | -7
COc1ccc(S(=O)(=O)Nc2ccc3c(c2)CC(=O)N([C@H](C)CO)C[C@@H](C)[C@@H](CN(C)S(=O)(=O)c2cccs2)O3)cc1 | 13 | -25 | 9 | 0 | -1 | -6 | -2 | -19
C/C(=N\NC(=O)CN(c1ccccc1Br)S(C)(=O)=O)c1cccs1 | x | -1 | 17 | x | x | 2 | -8 | 1
CCCCCC(=O)Nc1ccc(N2CCN(S(C)(=O)=O)CC2)cc1 | -3 | x | 4 | -3 | -1 | -8 | 21 | 10
Nc1ncnc2nc(-c3ccccc3)[nH]c12 | -21 | 16 | -3 | 1 | -2 | 8 | x | -8
N=c1oc2cc(O)ccc2cc1C(=O)Nc1nc2ccccc2s1 | x | -40 | -15 | x | x | -13 | -8 | x
COc1ccc(OCC(=O)N(Cc2sccc2C)C2CCS(=O)(=O)C2)cc1 (stereo not given) | -7 | 10 | 2 | 3 | -13 | 11 | -5 | -12
C/C(CC(=O)Nc1cc(Cl)ccc1C)=N\NC(=O)C(=O)N1CCCC1 | 17 | -4 | 1 | -5 | -1 | -11 | 5 | -17
CCCCn1c(N)c(N(CC(C)C)C(=O)c2ccc(-n3c(C)ccc3C)cc2)c(=O)[nH]c1=O | 35 | -10 | -26 | 0 | 0 | -11 | 7 | 1
C[C@@H](NC(=O)C[C@H]1C=C[C@@H](NS(=O)(=O)c2cccc(F)c2)[C@@H](CO)O1)c1ccccc1 | -8 | 0 | 0 | 3 | -3 | -1 | -8 | 6
CN1CC[C@]23c4ccccc4N[C@H]1[C@]21CCN(C)[C@H]3Nc2ccccc21 | 9 | 16 | 9 | 4 | 1 | x | 4 | 0
COCC(=O)N1CC(=O)N2[C@@H](CO)[C@@H](c3ccc(C#CC4CCCCC4)cc3)[C@@H]2C1 | x | 6 | 7 | x | x | -11 | x | 0
Nc1cccc(C(=O)OCC(=O)Nc2cccc3c2C(=O)c2ccccc2C3=O)c1 | x | -22 | 9 | x | x | 0 | -10 | x
Cc1ccc(S(=O)(=O)N2CCC(C(=O)N/N=C/c3ccccc3[N+](=O)[O-])CC2)cc1 | x | 8 | 1 | x | x | -13 | 5 | x
COCC#Cc1ccc([C@H]2[C@@H](CO)N3C(=O)CN(C(=O)c4ccncc4)C[C@H]23)cc1 | x | -18 | 1 | x | x | 7 | x | -1
C[C@@H]1CN([C@H](C)CO)C(=O)CCCn2nncc2CO[C@H]1CN(C)S(=O)(=O)c1ccccc1 | -6&18&5 | 19&2 | 8&1 | 1&17&0 | 3&3&-12 | 2&13 | 5&10 | 8&5&-5
Cc1[nH]c2ccccc2c1SCC(=O)NNC(=O)Nc1ccc(OC(F)(F)F)cc1 | -1 | 12 | x | 14 | 2 | x | 3 | x
COc1ccc(N2CCN(C(=O)c3oc4ccccc4c3NC(=O)CCc3cc(OC)no3)CC2)cc1 | 19 | 16 | 4 | 1 | -1 | -3 | 5 | -1
CC(C)[C@H](NC(=O)CCCn1nnc2ccccc2c1=O)C(=O)O | -4 | -11 | -8 | -2 | -1 | 21 | -2 | 0
COc1ccc(OC)c(CNC(=O)C2CCCN(c3nc4ccccc4o3)C2)c1 (stereo not given) | 102* | x | 12 | -4 | 1 | 0 | -4 | -16

(further entries)
Compound | C2C12 statin | PAX8 reporter | LGR2 antag | PglD inh | Cneo AK release | GSIS activator | ARNT-TACC3 inh | PGC1a acetyl inh
Cc1ccccc1NC(NC(=O)c1cccnc1)C(Cl)(Cl)Cl (stereo not given) | x | -24 | 7 | x | x | -28 | -1 | x
Cc1ccccc1N1CC(c2nc3ccccc3[nH]2)CC1=O (stereo not given) | 20 | x | x | -7 | 3 | x | 3 | -2
O=C(CSc1cn(CCNC(=O)c2ccccc2)c2ccccc12)NCC1CCCO1 (stereo not given) | x | 2 | -9 | -4 | -4 | 6 | 2 | x
C[C@@H]1CN([C@@H](C)CO)C(=O)c2cc(NC(=O)Cc3cn(C)c4ccccc34)ccc2O[C@H]1CN(C)Cc1ccc(C(=O)Nc2ccccc2N)cc1 | 24 | x | -20 | 2 | -3 | -3 | -5 | 8
COC(=O)c1cc2cc(NS(=O)(=O)c3ccc(C)cc3)ccc2s1 | -4 | 18 | x | 2 | -4 | x | 1 | -9
O=C1CC(NCc2ccccc2)C(=O)N1c1ccc(F)cc1 (stereo not given) | x | -4 | -4 | x | x | 8 | x | 5
O=C1C(C=Nc2ccccc2)=C(O)c2ccccc21 | x | -78 | x | -3 | -2 | x | -11 | -7
N#C/C(=C\c1cccnc1)c1ccccc1[N+](=O)[O-] | 52 | -5 | 12 | 5 | 1 | -2 | 8 | 0
O=C(NC1CCCC1)C1CC1c1ccccc1 (stereo not given) | 45 | x | -7 | -1 | -3 | 9 | -22 | -1
COC(=O)C1=C(C)N(C2CCCCC2)C(=O)/C1=C\c1cccs1 | x | -15 | -2 | x | x | 6 | x | 11
CSc1ccc(CN(C)CC(=O)NCc2ccc(F)cc2)cc1 | x | 16 | 9 | x | x | -15 | -1 | x
CCCC#Cc1cnc2c(c1)C(=O)N([C@@H](C)CO)C[C@H](C)[C@@H](CN(C)C(=O)Cc1ccncc1)O2 | -2 | x | 5 | -1 | -2 | 0 | 4 | 7
O=C(N/N=C/c1cn(-c2ccccc2)nc1-c1cccs1)c1ccncc1 | x | -57 | -30 | x | x | 9 | 0 | x
CC(=O)Nc1ccc(C(=O)CSc2nnnn2C)cc1 | 16 | -4 | 0 | 6 | 6 | 10 | -2 | 2
Cc1ccc2nc(SCC(=O)N/N=C/c3ccco3)cc(C)c2c1 | x | 4 | -16 | x | x | 0 | 6 | x
COc1cccc(NC(=O)CN(C)CC(=O)Nc2ccc3c(c2)OCO3)c1 | -1 | 9 | 14 | -5 | 2 | -31 | 8 | -10
NC(=S)n1[nH]c(-c2ccc([N+](=O)[O-])cc2)c(N=Nc2ccccc2[N+](=O)[O-])c1=O | x | -11 | 1 | x | x | -1 | -7 | x
CCCn1c2ccccc2c2cnn(CC(=O)NCCN(CC)CC)c(=O)c21 | 10 | -12 | -6 | 8 | 1 | 5 | -17 | 0
Cc1ccc(C(=O)NCc2ccco2)c(C)c1 | -4 | -17 | -5 | 3 | 0 | -9 | -1 | x
CC(C)C(=O)Nc1nc(-c2ccc3c(c2)CCN3C(=O)C2CC2)cs1 | -1 | -72 | -15 | -6 | 0 | -24 | -7 | 15

Four compounds drawn at random from those above, as already listed:
Compound | C2C12 statin | PAX8 reporter | LGR2 antag | PglD inh | Cneo AK release | GSIS activator | ARNT-TACC3 inh | PGC1a acetyl inh
C[C@@H]1CN([C@@H](C)CO)C(=O)c2cc(NC(=O)Cc3cn(C)c4ccccc34)ccc2O[C@H]1CN(C)Cc1ccc(C(=O)Nc2ccccc2N)cc1 | 24 | x | -20 | 2 | -3 | -3 | -5 | 8
Cc1ccc2nc(SCC(=O)N/N=C/c3ccco3)cc(C)c2c1 | x | 4 | -16 | x | x | 0 | 6 | x
CC(=O)Nc1ccc(C(=O)CSc2nnnn2C)cc1 | 16 | -4 | 0 | 6 | 6 | 10 | -2 | 2
N#C/C(=C\c1cccnc1)c1ccccc1[N+](=O)[O-] | 52 | -5 | 12 | 5 | 1 | -2 | 8 | 0

Limited to LGR2 antag, PGC1a acetyl inh and ARNT-TACC3 inh (6 entries from above):
SMILES	LGR2 antag	PGC1a acetyl inh	ARNT-TACC3 inh
COc1ccc(SC[C@H](C)CN2CC[C@H](C(C)(C)C)CCC2=O)cc1	16	-40	8
O=C(NNC(=O)C1CC1c1ccccc1)Nc1ccccc1 (stereo not given)	0	x	-1
Cc1ccc(Cn2cccc(NC(=O)NCc3ccccc3)c2=O)cc1	-4	x	-5
COCC(=O)N1CC2(C1)[C@@H](c1ccc(-c3ccc(F)cc3)cc1)[C@@H](CO)N2C(=O)C1CC1	17	2	x
CNC[C@@H]1Oc2cc(C#CCOC)ccc2S(=O)(=O)N([C@@H](C)CO)C[C@@H]1C	3	-4	3
O=C(c1ccc(F)cc1)N1CCC(N2CCCCCC2)CC1	x	5	-4
